PAFAH1B2 FP inh = inhibitors of human PAFAH1B2; P68402; recombinant PAFAH1B2, FP-rhodamine activity probe, fluorescence polarization; inhibition, % at 3.39 µM; actives 1.2% (n = 340,000); AID 492953;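 active = inhibition above the mean of all tested compounds plus 3 SD, cut at about 24% in these data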;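 also: 0% = enzyme with DMSO and 100% = wells lacking PAFAH1B2; many of its hits are not listed in these tables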
PAFAH2 inh = inhibitors of human PAFAH2; AID 492956; actives 0.99% (n = 340,000); inhibition, % at 3.39 µM; Q99487; recombinant PAFAH2, FP-rhodamine activity probe, fluorescence polarization;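 active = inhibition above the mean over all tested compounds plus 3 SD, cut at about 30% in these data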;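 also: inhibitors block probe labeling of enzyme so polarization drops; 0% = enzyme with DMSO and 100% = wells lacking PAFAH2 protein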
GSTO1 inh = GSTO1 inhibition, counter-screen for RBBP9 inhibitors; P78417; recombinant GSTO1, activity-based probe fluorescence polarization; inhibition, % at 5.96 µM; actives 1.1% (n = 300,000); AID 1974;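 active = inhibition above the campaign mean inhibition plus 3 SD, cut at about 35% in these data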;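 also: 0% = GSTO1-1 with DMSO and 100% = wells lacking GSTO1-1 enzyme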
LYPLA2 inh = counter-screen for PME1 inhibitors: inhibitors of human LYPLA2; O95372; recombinant LYPLA2, FP-Rh probe fluorescence polarization; inhibition, % at 5.9 µM; actives 0.38% (n = 320,000); AID 2177;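 active = inhibition above the screen-wide mean plus 3 SD, limit set per campaign, cut at about 26% in these data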;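 also: 0% = LYPLA2 with DMSO and 100% = wells lacking LYPLA2 enzyme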
PME-1 primary = blocks human protein phosphatase methylesterase 1; inhibition, % at 5.9 µM; recombinant PME-1, FP-Rh probe fluorescence polarization; AID 2130; actives 0.53% (n = 320,000); Q9Y570;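 active = inhibition above the campaign mean of all compounds plus 3 SD, cut at about 26% in these data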;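 also: competitive labeling of PME-1 active site by serine hydrolase directed probe; 0% = PME-1 with DMSO and 100% = wells lacking PME-1 enzyme; inhibitors block probe labeling so polarization falls and inhibition rises; many of its hits are not listed in these tables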
Target sequence (Q9Y570 whole entry, looked up): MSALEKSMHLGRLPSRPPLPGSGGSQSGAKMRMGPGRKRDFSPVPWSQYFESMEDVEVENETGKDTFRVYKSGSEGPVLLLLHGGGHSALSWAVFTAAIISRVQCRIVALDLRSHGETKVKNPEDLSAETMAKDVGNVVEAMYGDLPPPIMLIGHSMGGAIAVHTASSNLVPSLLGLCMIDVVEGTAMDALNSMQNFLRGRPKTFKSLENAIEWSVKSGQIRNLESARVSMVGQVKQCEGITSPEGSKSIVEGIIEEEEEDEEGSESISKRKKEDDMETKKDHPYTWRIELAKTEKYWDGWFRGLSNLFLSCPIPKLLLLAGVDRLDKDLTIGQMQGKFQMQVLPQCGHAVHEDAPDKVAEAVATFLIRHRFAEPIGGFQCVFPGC
PAD4 FP inh = inhibitors of human PAD4; actives 0.41% (n = 330,000); recombinant PAD4, RCA probe fluorescence polarization; AID 485272; inhibition, % at 6.36 µM;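 active = percent inhibition above a cutoff equal to the mean of all tested compounds plus 3 SD, cut at about 15% in these data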;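 also: 0% = PAD4 with RCA probe and DMSO and 100% = probe without PAD4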
PAFAH1B3 inh = inhibitors of human PAFAH1B3; Q15102; recombinant PAFAH1B3, FP-rhodamine probe, fluorescence polarization; inhibition, % at 3.39 µM; actives 0.28% (n = 340,000);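 active = inhibition above the screen-wide average of all tested compounds plus 3 SD, cut at about 25% in these data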;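 also: 0% = enzyme with DMSO only and 100% = wells lacking PAFAH1B3 protein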
pPAFAH inh = pPAFAH (human) enzyme inhibition; Q13093; recombinant pPAFAH, FP-rhodamine probe fluorescence polarization; inhibition, % at 3.39 µM; actives 1.5% (n = 330,000); AID 463082;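 active = inhibition above the mean inhibition across the screen plus 3 SD, cut at about 25% in these data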;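 also: inhibitors block binding of the rhodamine activity-based probe so polarization drops; 0% = enzyme with DMSO and 100% = wells lacking pPAFAH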
Target sequence (Q13093 whole entry, looked up): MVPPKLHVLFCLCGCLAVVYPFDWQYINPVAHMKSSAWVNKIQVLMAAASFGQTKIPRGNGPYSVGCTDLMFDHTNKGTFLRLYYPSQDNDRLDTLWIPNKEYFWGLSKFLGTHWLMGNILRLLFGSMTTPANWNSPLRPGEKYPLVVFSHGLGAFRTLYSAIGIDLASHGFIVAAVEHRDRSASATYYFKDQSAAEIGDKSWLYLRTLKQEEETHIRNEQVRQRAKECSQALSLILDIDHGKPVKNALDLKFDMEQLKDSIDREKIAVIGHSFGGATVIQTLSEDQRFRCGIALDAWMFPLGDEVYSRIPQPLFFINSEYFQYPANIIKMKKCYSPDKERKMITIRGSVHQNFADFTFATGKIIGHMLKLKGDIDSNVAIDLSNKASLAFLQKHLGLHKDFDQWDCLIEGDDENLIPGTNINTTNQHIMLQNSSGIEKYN
LYPLA1 counter = counter-screen for PME1 inhibitors: inhibitors of human LYPLA1. O75608. recombinant LYPLA1, FP-Rh probe fluorescence polarization. inhibition, % at 5.9 µM. actives 0.16% (n = 320,000). AID 2174;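 active = inhibition above the mean of all tested compounds plus 3 SD, set per campaign, cut at about 14% in these data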;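 also: inhibitors block serine hydrolase probe labeling of LYPLA1 so polarization falls; 0% = enzyme with DMSO and 100% = wells lacking LYPLA1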
Active calls of the source: *; . = not tested or not shown. A portion of the library; the hit share may differ from the screen's.

SMILES	PAFAH1B2 FP inh	PAFAH2 inh	GSTO1 inh	LYPLA2 inh	PME-1 primary	PAD4 FP inh	PAFAH1B3 inh	pPAFAH inh	LYPLA1 counter
Cc1nc2ccccc2nc1N1CCCC1	3	-6	-3	8	4	-3	7	1	0
Cc1cc(=O)oc(C)c1C(=O)Nc1cnc2ccccc2c1	3	-1	-2	2	5	4	0	7	0
COC(=O)c1cnc(NNC(=O)c2ccc([N+](=O)[O-])cc2)nc1C(F)(F)F	6	-2	-2	3	-3	1	1	3	6
O=C1C2C3C=CC(C3)C2C(=O)N1CNc1ccccn1 (configuration not stated)	5	3	14	2	0	0	0	4	1
COc1ccccc1N1CCN(CCCNC(=O)C2CCCN(c3ncnc4c3nc3n4CCCCC3)C2)CC1 (configuration not stated)	4	-1	-2	-2	-5	1	2	3	-2
COc1cccc(C(=O)Nc2cc(C)ccc2NC(=O)COc2ccccc2)c1	0	1	-5	-2	-2	-1	9	-5	-4
Cc1c(CCOC(=O)C23CC4(C)CC(C)(CC(C)(C4)C2)C3)sc[n+]1CC(=O)c1ccccc1	1	0	1	2	-1	3	8	9	-2
COc1ccc(N2CCN(C(=O)COC(=O)c3cc(S(=O)(=O)N(C)C)ccc3N3CCCC3)CC2)cc1	-3	4	3	6	-1	5	1	10	3
Cc1ccc(CNC(=O)[C@@H](NC(=O)C2CCN(C(=O)[C@@H]3CCCN3)CC2)C(C)C)cc1	-5	-5	3	-1	-4	1	9	9	1
CC(=O)Nc1ccc(S(=O)(=O)NCc2ccccn2)cc1	2	0	3	-1	8	-5	1	0	-2
CS(=O)(=O)NCCOc1ccc(S(=O)(=O)NCCOc2ccccc2)cc1	4	2	7	7	6	-2	2	6	3
CCC[C@@H](CN1CCC[C@H]1CN1C(N)=NC[C@@H]1Cc1ccccc1)N1C[C@@H](Cc2ccccc2)N(CCCC2CCCC2)C1=N	-3	-7	.	.	.	0	-5	4	.
Cc1ccc(C(=O)N/C(=C\c2cn(C)c3ccccc23)C(=O)NCCN2CCOCC2)cc1	1	3	1	-5	-5	-3	10	-2	2
O=C(NCCCc1ccccc1)C1CCN(S(=O)(=O)c2ccc(F)cc2)CC1	8	4	0	13	23	-3	10	1	5
Nc1cc(=O)[nH]c(SCC(=O)Nc2ccc(Cl)c(Cl)c2)n1	2	1	-11	-1	-13	-3	11	-7	15*
Cc1ccccc1C(=O)NC1CCN(C(=O)Nc2ccc(F)cc2)CC1	2	5	1	0	6	-6	9	5	3
COc1cc(OC)c(NC(=O)c2ccc3c(SCC(=O)O)c4c(nc3c2)CCCC4)cc1Cl	1	4	-29	-9	-27	-13	13	23	-7
CCn1c(=O)n(CC)c2cc(S(N)(=O)=O)ccc21	5	-4	2	2	2	4	2	2	-1
COc1ccc(-c2nnc(SCc3cccc(C)c3)n2N)cc1	1	-2	2	2	1	1	-1	-3	0
CCOC(=O)C1CCN(C(=O)CN2C(=O)NC3(CCCCC3)C2=O)CC1	-3	-3	.	-1	-1	-1	3	1	-2

In the list so far, 3 have an aryl thioether with sulfur outside any ring:
SMILES	PAFAH1B2 FP inh	PAFAH2 inh	GSTO1 inh	LYPLA2 inh	PME-1 primary	PAD4 FP inh	PAFAH1B3 inh	pPAFAH inh	LYPLA1 counter
Nc1cc(=O)[nH]c(SCC(=O)Nc2ccc(Cl)c(Cl)c2)n1	2	1	-11	-1	-13	-3	11	-7	15*
COc1cc(OC)c(NC(=O)c2ccc3c(SCC(=O)O)c4c(nc3c2)CCCC4)cc1Cl	1	4	-29	-9	-27	-13	13	23	-7
COc1ccc(-c2nnc(SCc3cccc(C)c3)n2N)cc1	1	-2	2	2	1	1	-1	-3	0

Going on with the list:
SMILES	PAFAH1B2 FP inh	PAFAH2 inh	GSTO1 inh	LYPLA2 inh	PME-1 primary	PAD4 FP inh	PAFAH1B3 inh	pPAFAH inh	LYPLA1 counter
COc1ccc(C2Nc3ccccc3C(=O)N2Cc2ccco2)cc1COc1ccccc1F (configuration not stated)	-3	-4	-6	-3	-3	-3	2	8	-6
Cc1ccc(COc2coc(CO)cc2=O)cc1	8	-4	0	-5	-3	-1	4	3	-2
CC1=C[C@H]2OC(=O)[C@@H](C)[C@H]2C[C@@H]2[C@H]1C[C@@H](O)[C@@]2(C)O	7	2	9	0	-7	1	4	3	-3
Cc1ccc(C(=O)N(CCC2=CCCCC2)c2c(N)n(Cc3ccccc3)c(=O)[nH]c2=O)o1	0	-5	7	-5	-2	3	3	6	-1
CC1CCN(C(=O)c2[nH]cnc2C(=O)NCc2ccc(CNC(=O)OC(C)(C)C)cc2)CC1	5	-3	.	-2	0	-2	6	0	-1
C/C(=N\NC(=S)NC1CCCCC1)c1ccc(OC(F)F)cc1OC(F)F	2	0	-15	7	-4	-6	8	-1	1
Cc1ccc(CN2CCNC(=O)C2CC(=O)NC2CCCCCC2)cc1 (configuration not stated)	1	-3	-2	8	1	-1	8	2	2
COc1ccc(OC)c(NS(=O)(=O)c2c(C(=O)N3CCCCCC3)c(C)n(C)c2C)c1	5	1	-1	-7	-2	9	12	2	-2
O=C1c2ccccc2C(=O)N1OS(=O)(=O)c1ccccc1	.	.	4	-3	-2	-5	.	1	-2
COc1cc(NC(=O)c2ccc3nsnc3c2)cc(OC)c1OC	0	1	4	-3	3	-2	8	5	3
CCOC(=O)c1ccc2[nH]c3ccccc3c2c1	4	-4	7	0	1	-7	-3	5	-4
Cc1cc(Cl)c(OCCOCCN2CCNCC2)c(Cl)c1	6	2	1	1	0	-3	-1	2	3
N#CCSc1nc(Nc2ccc3c(c2)OCO3)c2ccccc2n1	8	6	12	-12	12	-2	9	26*	-12
N#Cc1cn(-c2ccccc2)nc1C(=O)c1ccccc1	6	-3	-14	1	0	-4	4	3	-1
O=[N+]([O-])c1cc(Cl)ccc1N1CCCCC1	4	2	4	1	-3	4	9	3	-2
Cc1ccc(N(CC(=O)NC(C)C)C(=O)CCC(=O)Nc2nccs2)cc1C	8	2	2	-2	-2	1	6	6	0
CCC(=O)Nc1c(-c2ccccc2Cl)c(=O)c2ccccc2n1C	4	-9	9	-10	-3	0	-2	-1	-6
COc1ccc(Br)cc1C(=O)O	6	-1	4	9	-4	-1	7	2	4
O=C(NCc1ccccn1)c1cccc(S(=O)(=O)NCc2ccccc2)c1	6	-2	6	-3	5	6	0	1	3
CC(Sc1cnccn1)C(=O)O (configuration not stated)	.	.	4	-1	3	-2	.	3	1

Two entries drawn at random from the list so far:
SMILES	PAFAH1B2 FP inh	PAFAH2 inh	GSTO1 inh	LYPLA2 inh	PME-1 primary	PAD4 FP inh	PAFAH1B3 inh	pPAFAH inh	LYPLA1 counter
O=C1c2ccccc2C(=O)N1OS(=O)(=O)c1ccccc1	.	.	4	-3	-2	-5	.	1	-2
CCC(=O)Nc1c(-c2ccccc2Cl)c(=O)c2ccccc2n1C	4	-9	9	-10	-3	0	-2	-1	-6

Ordered by number of heavy atoms (descending): some entries from above
SMILES	PAFAH1B2 FP inh	PAFAH2 inh	GSTO1 inh	LYPLA2 inh	PME-1 primary	PAD4 FP inh	PAFAH1B3 inh	pPAFAH inh	LYPLA1 counter
Cc1ccc(C(=O)N(CCC2=CCCCC2)c2c(N)n(Cc3ccccc3)c(=O)[nH]c2=O)o1	0	-5	7	-5	-2	3	3	6	-1
Cc1ccc(N(CC(=O)NC(C)C)C(=O)CCC(=O)Nc2nccs2)cc1C	8	2	2	-2	-2	1	6	6	0
N#CCSc1nc(Nc2ccc3c(c2)OCO3)c2ccccc2n1	8	6	12	-12	12	-2	9	26*	-12

New compounds follow.
SMILES	PAFAH1B2 FP inh	PAFAH2 inh	GSTO1 inh	LYPLA2 inh	PME-1 primary	PAD4 FP inh	PAFAH1B3 inh	pPAFAH inh	LYPLA1 counter
CCOc1cc(/C=C/c2ccc3cccc([N+](=O)[O-])c3n2)ccc1O	4	5	2	-3	2	-1	8	-1	-1
CC(Sc1nnc(CNC(=O)c2ccco2)n1C)C(=O)Nc1nccs1 (configuration not stated)	8	-4	-3	-6	-2	2	2	-2	-2
COc1ccc(NC(=O)CCNS(=O)(=O)c2cc(Br)cnc2N)cc1OC	6	4	6	4	-1	-3	6	4	-1
CC1CCC2(CC1)Nc1ccccc1C(=O)N2c1ccccc1 (configuration not stated)	14	2	-2	0	1	-3	4	-4	-1
Cc1cccc(C(=O)c2cnc3ccccc3c2-c2ccccc2)c1	4	-2	-4	-2	0	-2	5	8	-2
O=C(Nc1ccc(C(=O)N2CCOCC2)cc1)c1cccc([N+](=O)[O-])c1	0	3	0	9	-1	3	2	1	1
CSc1nc2sc3c(c2c(=O)n1C)CCCC3	-1	-3	-6	0	6	1	1	3	1
CCN(CC)S(=O)(=O)c1ccc(C(=O)/C=C/c2ccc(-c3ccc([N+](=O)[O-])cc3)o2)cc1	0	-3	10	0	1	-2	-1	9	-2
Nc1c(C(=O)Nc2cccc(F)c2)nnn1-c1cccc(C(F)(F)F)c1	2	-6	8	7	5	3	2	3	3
CC1N(C)c2cc(NC(=O)c3ccco3)ccc2C1(C)C (configuration not stated)	-187	-248	-98	-164	-154	-163	-228	-90	-89
CCS(=O)(=O)NCC(c1ccco1)N1CCN(c2ccccc2F)CC1 (configuration not stated)	-2	-2	2	1	6	-1	5	1	0
O=C(C1=C[C@H](c2ccc(Br)cc2)C[C@H](OCCCCO)O1)N1CCN(Cc2ccc3c(c2)OCO3)CC1	-4	4	-10	7	4	2	2	8	-5
CC1CCN(C(=O)CSc2nnc(CNC(=O)c3c(F)cccc3F)o2)CC1	9	1	3	8	-2	2	12	1	1
CC(Sc1nnc2c(n1)[nH]c1ccccc12)C(=O)N(C)C1CCCCC1 (configuration not stated)	1	5	-4	-4	-14	-3	12	6	-3
Nc1ncnc2c1ncn2[C@@H]1O[C@H](CNCc2ccc(OCC(=O)Nc3nccs3)cc2)[C@@H](O)[C@H]1O	9	2	.	.	.	0	8	-1	.
Cc1cccc(N2C(=O)CC(N3CCN(c4ccc(Cl)cc4)CC3)C2=O)c1 (configuration not stated)	-2	-8	1	7	-5	-13	-4	2	2
CN(Cc1cccc(Cl)c1)C(=O)C1CSC2(C)CCC(=O)N12 (configuration not stated)	3	6	6	1	-2	1	-1	3	1
Cc1ccc(N2CC(C(=O)Nc3ccccn3)CC2=O)cc1 (configuration not stated)	1	-1	3	-1	1	3	10	-3	0
CCN1c2ccccc2-c2nc3ccccc3n2C1c1ccccn1 (configuration not stated)	-7	12	-2	1	-1	6	-4	3	0
CC(=O)Nc1ccc(OC(=O)Oc2ccc(NC(C)=O)cc2)cc1	-2	-11	4	-5	-2	-1	6	5	-5
C=CCNC(=S)N1CCC(C(=O)c2ccc(F)cc2)CC1	5	-1	-1	-1	2	-4	8	2	-2

Screening data (PubChem BioAssay)
